KCNH2 3.1 inh: KCNH2 3.1 (human) potassium channel inhibition. U2OS KCNH2 3.1, thallium flux FluxOr; hits give low values. hit rate 0.95% among 340,000. AID 720553. activity change, % (tested at about 1.8 µM);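 active = maximum activity change below -70%; inconclusive = maximum activity change from -70% to -50%; inactive = maximum activity change above -50%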;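 also: thallium influx rate constant from kinetic fluorescence after stimulation buffer; % is scaled to controls: 0 for no effect and ±100 for the full control effect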
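Kinetic fluorescence (2 min after stimulation buffer) measures Tl+ influx through KCNH2 3.1 expressed by viral transduction in U2OS cells; the rate constant is normalized against DMSO controls serving as positive and negative references.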
FLuc modulator: inhibits or activates purified firefly luciferase, miR-21 counter-screen; AID 588342; purified FLuc, Km substrates, luminescence inhibition; hit rate 6.9% among 360,000; Potency, µM (doses to about 57.5 µM), inactives show at the top dose activity change, negative = inhibition, usual class: inhibitors;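 also: potency is read from the fitted curve at half-maximal effect; plate controls were vehicle for no effect and reference inhibitor for full effect; nearly all actives have a fitted effect of over 55% in size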
Target sequence (P08659 whole entry, looked up): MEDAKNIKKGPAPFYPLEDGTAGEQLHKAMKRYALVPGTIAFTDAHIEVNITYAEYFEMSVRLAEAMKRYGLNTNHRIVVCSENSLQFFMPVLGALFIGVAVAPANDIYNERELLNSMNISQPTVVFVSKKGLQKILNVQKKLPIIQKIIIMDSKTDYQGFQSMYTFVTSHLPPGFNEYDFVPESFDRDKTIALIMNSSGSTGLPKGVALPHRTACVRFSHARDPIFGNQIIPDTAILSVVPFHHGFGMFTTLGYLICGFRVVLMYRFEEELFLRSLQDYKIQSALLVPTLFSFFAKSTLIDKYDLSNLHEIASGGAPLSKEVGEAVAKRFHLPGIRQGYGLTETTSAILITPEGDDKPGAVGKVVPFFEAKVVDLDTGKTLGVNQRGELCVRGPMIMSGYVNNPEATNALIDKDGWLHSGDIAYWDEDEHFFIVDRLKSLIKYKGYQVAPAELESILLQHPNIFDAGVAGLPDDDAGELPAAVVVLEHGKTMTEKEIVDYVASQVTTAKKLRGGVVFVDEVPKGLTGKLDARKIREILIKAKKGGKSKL
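Purified P. pyralis luciferase, 10 nM final, with Km-level 10 uM D-luciferin and 10 uM ATP in 50 mM Tris acetate pH 7.5, 10 mM Mg acetate, 0.01% Tween-20, 0.05% BSA; 6-point qHTS titration about 60 µM downward; luminescence read.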
NPC1 promoter act: activates the NPC1 promoter | Huh7 NPC1 promoter luciferase reporter, 24 h | Potency, µM (series often up to 9.22 µM), without a hit: at the highest dose activation, usual class: activators | hit rate 2.4% among 320,000;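 also: potency is read from the fitted curve at half-maximal effect; % of control where 0% means no effect; nearly all actives have a fitted effect of over 60% in size; reporter is driven by a mutant NPC1 promoter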
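Compounds in DMSO were transferred onto Huh7 NPC1-luciferase reporter cells pre-incubated 2 h; after 24 h at 37 °C, Amplite reagent was dispensed and luminescence recorded 10 min later.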
MBNL1-CUG inh: MBNL1-poly(CUG) RNA binding inhibition; TR-FRET MBNL1-His/biotin-(CUG)12 binding, 665/545 ratio; Potency, µM (series often up to 57.5 µM), inactives show top-dose activity change, negative = inhibition, actives largely listed as inhibitors; hit rate 0.036% among 280,000; active = well fitted inhibition curve with a large enough effect in the signal ratio, with a control signal flat, not every such curve was filed as active; inconclusive = small, poorly fitted or top-dose-only effect, or effect the other way, or a change in a side signal; inactive = no such curve, though single readings can be large or run the other way; the % refers to the signal ratio; also: potency is read from the fitted curve at half-maximal effect; % is scaled to controls: 0 for no effect and ±100 for the full control effect
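TR-FRET readout: Ex 340 nm, 665/545 nm emission ratio, normalized to buffer-only (basal) and MBNL1-(CUG)12 controls. Complex of MBNL1-His with Biotin-(CUG)12, compounds 92 nM–58 uM, incubated 60 min at room temperature.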
VP16 counter: Gal4-VP16 reporter inhibition counter-screen; Potency, µM (highest dose often 53.6 µM), for inactives: at the highest dose activity, negative = inhibition, hits mostly inhibitors; hit rate 3.5% among 310,000; Drosophila S2 Gal4-VP16 UAS-luciferase, luminescence, 20 h; AID 2546;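 also: Gal4-VP16 expression switched on by copper sulfate through the metallothionein promoter; potency is read from the fitted curve at half-maximal effect; % is scaled to controls: 0 for no effect and ±100 for the full control effect; nearly all actives have a fitted effect of over 50% in size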
Mito fusion act: blocks mitochondrial division or promotes mitochondrial fusion; S. cerevisiae fusion-defective mutant growth rescue, CellTiterGlo 48 h; Potency, µM (titrated, usually from 46.1 µM), for inactives: at the highest dose growth rescue (activation), actives largely listed as activators; hit rate 0.23% among 320,000;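 also: potency is read from the fitted curve at half-maximal effect; % of control where 0% means no effect; nearly all actives have a fitted effect of over 45% in size; temperature-sensitive fusion mutants such as fzo1-1 at 37 °C on non-fermentable ethanol glycerol medium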
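Compounds are tested for their ability to restore growth of mitochondrial fusion-defective yeast strains at non-permissive 37C in YPEG medium over 48 hours. Viability is quantified by luciferase luminescence.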
RORgamma inh: blocks mouse ROR gamma transcriptional activity; Potency, µM (series often up to 53.6 µM), without a hit: top-dose activity change, negative = inhibition, most hits filed as inhibitors; AID 2551; hit rate 5.4% among 310,000; Drosophila S2 Gal4-RORgamma UAS-luciferase reporter, 20 h; also: potency is read from the fitted curve at half-maximal effect; % is scaled to controls: 0 for no effect and ±100 for the full control effect; nearly all actives have a fitted effect of over 60% in size
Target sequence (P51450 whole entry, looked up, the tested form may be a part): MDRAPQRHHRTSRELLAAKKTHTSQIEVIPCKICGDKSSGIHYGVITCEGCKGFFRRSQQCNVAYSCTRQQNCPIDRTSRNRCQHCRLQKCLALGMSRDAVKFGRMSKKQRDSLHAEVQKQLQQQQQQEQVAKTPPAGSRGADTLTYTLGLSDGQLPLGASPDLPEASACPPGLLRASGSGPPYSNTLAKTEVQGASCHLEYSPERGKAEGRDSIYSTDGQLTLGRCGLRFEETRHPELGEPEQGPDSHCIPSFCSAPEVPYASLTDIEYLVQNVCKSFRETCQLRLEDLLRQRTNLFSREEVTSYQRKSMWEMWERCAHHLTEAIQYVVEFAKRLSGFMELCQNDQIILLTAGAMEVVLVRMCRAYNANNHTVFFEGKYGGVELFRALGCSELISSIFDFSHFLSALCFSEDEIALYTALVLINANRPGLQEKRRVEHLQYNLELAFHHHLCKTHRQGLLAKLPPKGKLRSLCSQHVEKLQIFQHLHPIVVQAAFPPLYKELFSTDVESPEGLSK
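Read-out: Photinus luciferase luminescence; inhibitors lower reporter signal. Insect Schneider cells with Gal4-ROR gamma fusion under metallothionein promoter, UAS reporter; 700 uM final copper sulfate induction, 20 hr, ambient temperature.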
ELG1 DNA repair: inhibitors of ELG1-dependent DNA repair in HEK293T cells; HEK293T ELG1-luciferase reporter, luminescence, 16 h; DNA damage induced by 5-fluorouridine; Potency, µM (doses to about 46.1 µM), for inactives: at the highest dose activity change, negative = inhibition, actives largely listed as inhibitors; hit rate 2.3% among 330,000; AID 504467; also: potency is read from the fitted curve at half-maximal effect; % is scaled to controls: 0 for no effect and ±100 for the full control effect; nearly all actives have a fitted effect of over 55% in size
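In this reporter screen, reduction of luminescence relative to DMSO vehicle indicated activity. Compounds and 5-fluorouridine were added together to 2,000 cells per well, incubated for 16 hr at 37 °C, then developed with ONE-Glo.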
Menin-MLL TR inh: displaces Texas Red mutant MLL peptide from human menin; O00255; Menin + Texas Red MLL mutant peptide, fluorescence polarization; Potency, µM (doses to about 61.6 µM), inactives show top-dose FP activity change, negative = inhibition, hits mostly inhibitors; hit rate 0.23% among 270,000; active = well fitted inhibition curve with a large enough effect in the polarisation, with a control signal flat, not every such curve was filed as active; inconclusive = small, poorly fitted or top-dose-only effect, or effect the other way, or a change in a side signal; inactive = no such curve, though single readings can be large or run the other way; the % refers to the polarisation; also: potency is read from the fitted curve at half-maximal effect; % of control where 0% means no effect; many of its hits are not listed in these tables
Rab9 prom act: activators of Rab9 promoter. Potency, µM (doses to about 9.22 µM), for inactives: at the top dose activation, negative = inhibition, actives largely listed as activators. Huh7 Rab9 promoter-luciferase reporter, luminescence, 24 h. hit rate 2.8% among 320,000; also: potency is read from the fitted curve at half-maximal effect; % of control where 0% means no effect; nearly all actives have a fitted effect of over 60% in size
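Huh7 reporter line, Rab9 promoter upstream of luciferase. Compound exposure 24 h at 37 °C in reduced-serum medium with 10% FBS. Read-out: luminescence.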
PKM2 activator: activators of human pyruvate kinase M2; P14618; purified PKM2, Kinase-Glo ATP luminescence, activation; response scale: 0% is enzyme alone, no compound; Potency, µM (top dose mostly 57.5 µM), without a hit: at the top dose activation, hits mostly activators; hit rate 0.34% among 260,000; AID 1631; also: potency is read from the fitted curve at half-maximal effect; % is scaled to controls: 0 for no effect and ±100 for the full control effect; nearly all actives have a fitted effect of over 55% in size
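Purified hPK-M2 (>95% pure) converted ADP (0.1 mM final) to ATP with 0.5 mM PEP in 50 mM imidazole pH7.2, KCl, MgCl2, Tween 20, BSA; 1 h at room temperature. ATP detected by Kinase-Glo luminescence.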
* hit, by the source's call; ? = inconclusive; . = no result given; & = joins results of further samples; [ ] = another dose, or the depositor's remark. Unless noted, calls follow the shape of the dose curve; as a rule, active = well fitted curve in the direction sought with a large enough effect; inconclusive = small, poorly fitted or top-dose-only effect, or another doubt; inactive = no such curve, though single readings can be large; an effect the other way counts as inactive or inconclusive. A portion of the library; count on the stated rates, not on these rows.

cpd	smiles	KCNH2 3.1 inh	FLuc modulator	NPC1 promoter act	MBNL1-CUG inh	VP16 counter	Mito fusion act	RORgamma inh	ELG1 DNA repair	Menin-MLL TR inh	Rab9 prom act	PKM2 activator
1	CCOc1ccc(S(=O)(=O)N2CCC(C(=O)NCc3ccccn3)CC2)cc1Cl	-7	4%	-2%	-1%	2%	-5%	14%	-4%	3%	-1%	23%
2	O=C1CC(N2CCOCC2)C(=O)N1c1cc(Cl)cc(Cl)c1 (stereo unspecified)	19	-6%	4%	-12%	-18%	-17%	-33%	9%	2%	8%	-5%
3	CN(C(=O)c1ccncc1)c1nnc(-c2ccncc2)s1	3	-4%	2%	-4%	-3%	-1%	8%	13%	0%	15%	-12%
4	O=C1C2CCCN2c2ccc(S(=O)(=O)N3CCOCC3)cc2N1Cc1cccc(C(F)(F)F)c1 (stereo unspecified)	.	-1%	-5%	125%[activator]	-5%	2%	20%	1%	-3%	8%	1%
5	COC(=O)CN1C(=O)Nc2ccc(Br)cc2C1c1ccccc1 (stereo unspecified)	8	-1%	-2%	-5%	0%	-8%	24%	-14%	1%	0%	-21%
6	Cc1ccc(NC(=O)C2CCCN(c3nccc(C)n3)C2)c(C)c1 (stereo unspecified)	-6	1%	-4%	5%	4%	9%	-16%	-2%	0%	-3%	1%
7	Cc1ccc(Nc2ccc(S(=O)(=O)N3CCOCC3)cc2[N+](=O)[O-])c(C)c1	?	3%	-1%	26%	1%	20%	31%	-27%	-15%	-9%	0%
8	O=C(Nc1ccc(C(F)(F)F)cc1)C1CCCCN1S(=O)(=O)c1ccccc1 (stereo unspecified)	-14	.	5%	.	.	24%	.	-4%	.	-1%	.
9	COc1ccc(CNC(=O)c2cc(C3CC3)on2)cc1	-4	?	18%	-1%	8%	-4%	?	?	1%[11.7 µM]	?	0%
10	O=C(OCC(=O)N1CCCC1=O)C1COc2ccccc2O1 (stereo unspecified)	13	-4%	-8%	-2%	4%	1%	?	1%	1%	3%	0%
11	CC(=O)OC(C(=O)NC1CCCCC1)c1ccncc1 (stereo unspecified)	3	4%	-1%	-3%	1%	4%	?	20%	-21%	-2%	-7%
12	O=C(c1ccc(Cl)cc1)c1ccc(OCC(=O)N2CCOCC2)cc1	-5	-5%	1%	-5%	11µM*	6%	?	0%	-21%	-4%	24%

Sorted by the number under NPC1 promoter act (high to low): 3 from the list above
#	mol	NPC1 promoter act	Menin-MLL TR inh	Rab9 prom act	PKM2 activator
9	COc1ccc(CNC(=O)c2cc(C3CC3)on2)cc1	18%	1%[11.7 µM]	?	0%
3	CN(C(=O)c1ccncc1)c1nnc(-c2ccncc2)s1	2%	0%	15%	-12%
10	O=C(OCC(=O)N1CCCC1=O)C1COc2ccccc2O1 (stereo unspecified)	-8%	1%	3%	0%

Continuation.
cpd	smiles	KCNH2 3.1 inh	FLuc modulator	NPC1 promoter act	MBNL1-CUG inh	VP16 counter	Mito fusion act	RORgamma inh	ELG1 DNA repair	Menin-MLL TR inh	Rab9 prom act	PKM2 activator
13	COc1ccccc1Nc1nnc(SCC(=O)c2cc(C)n(CC3CCCO3)c2C)s1 (stereo unspecified)	-1	?	-4%	5%	-6%	3%	?	?	22%	-5%	2%
14	CCOC(=O)c1c(C)[nH]c(C(=O)CN(C)CC(=O)Nc2ccccc2C(F)(F)F)c1C	-13	.	0%	.	.	?	.	-8%	.	-6%	.
15	N#Cc1cn(-c2ccccc2)nc1-c1ccco1	2	?	24%	-7%	-3%	4%	33%	?	36%[activator]	12%	-4%
16	COc1ccccc1NC(=O)N1CCCC1	.	-1%	2%	1%	-10%	0%	-1%	-17%	-15%	0%	-31%
17	CCO[C@H]1OC(C(=O)NC2CC2)=C[C@@H](C2CCCCC2)[C@@H]1CCCO	-1	1%	-2%	5%	-4%	8%	27%	15%	.	-5%	2%
18	N#Cc1nc(-c2cccs2)oc1NCc1ccccc1	.	?	0%	2%	-3%	14%	18%	11%	.	2%	-1%
19	Cc1cccc(OCCNC(=S)NC(=O)c2cccnc2)c1	2	-4%	0%	-24%	?	-18%	10µM*	11%	4%	-2%	-11%
20	Cc1cccc2cc(CN(CC3CCCO3)C(=S)NCc3ccco3)c(=O)[nH]c12 (stereo unspecified)	20	1%	-1%	12%	-27%	-2%	-2%	18µM*	-4%	-1%	-2%
21	COC(=O)c1ccc(COc2cccnc2[N+](=O)[O-])cc1	5	-2%	-3%	?	0%	-15%	8%	28%	-5%	-1%	3%
22	COC(=O)c1cc(OC)c(OC)cc1NC(=S)N1CCC(C(N)=O)CC1	1	-1%	3%	-2%	1%	-3%	3%	6%	-1%	-2%	-7%
23	CN(Cc1ccco1)c1ncnc2ccc(-c3ccccc3Cl)cc12	.	-1%&-4%	-1%&2%	.	15%	?	37%	10%	-6%	-4%&-13%	.
24	O=C(CNC(=O)c1ccc2ccccc2c1)OCC(=O)N1CCN(S(=O)(=O)c2ccc3ccccc3c2)CC1	7	4%	-7%	?	-12%	-6%	2%	-3%	-5%	-2%	?
25	Cc1cc(=O)[nH]c(N)n1	-3	2%	2%	.	8%	6%	0%	15%	.	0%	0%
26	COc1ccc(-n2c(=O)c(CCC(=O)N(C)Cc3ccccc3C)nc3ccccc32)cc1	-1	-6%	-5%	19%	-6%	4%	40%	?	?	-7%	-1%
27	Cc1ccc(OC(=O)CCNC(=O)c2ccccc2Cl)c(Br)c1	-11	-19%	0%	.	.	-1%	.	13%	.	0%	.
28	O=C1C2C3C=CC(C3)C2C(=O)N1c1n[nH]c(-c2ccccc2)n1 (stereo unspecified)	6	-7%	-1%	-1%	2%	0%	0%	1%	0%	-3%	1%
29	Cc1ccc(NC(=O)NC2CCCCCCC2)cc1C	8	7.6µM*	4µM*	-1%	?	-2%	9%	?	.	3.5µM*	0%
30	CC(C)COC(=O)C(C#N)c1nc2ccccc2nc1N1CCN(Cc2ccc3c(c2)OCO3)CC1 (stereo unspecified)	?	7%	-3%	5%	-4%	-1%	?	-9%	-2%	-1%	3%
31	COc1ccc(C(=O)NCC(=O)OCc2ccc(Br)cc2)cc1	-5	-1%	-1%	?	7%	-3%	-19%	-7%	7%	-6%	-2%
32	COc1ccc([C@@H]2CC=C(C(=O)O)CN2S(=O)(=O)c2ccc(Cl)cc2)cc1	12	4%	-2%	.	.	-7%	.	8%	.	-3%	.
33	CS(=O)(=O)N1CCN(C2Cc3ccccc3C2)CC1	6	7%	-2%	4%	3%	-2%	8%	-4%	-2%	-5%	-2%
34	COc1ccc(CN(C)C(=O)CNC(=O)c2ccc(C)cc2)cc1	-5	7%	0%	-1%	4%	-2%	15%	-8%	-23%	-6%	.
35	COCc1nc2ccccc2n1Cc1c(F)cccc1Cl	-8	1%	1%	8%	-28%	13%	?	1%	-13%	-13%	5%
36	Cc1cc(OC(=O)c2ccccc2)n(CCC#N)n1	10	-2%	-1%	8%	-3%	-1%	-10%	4%	-11%	13%	5%
37	CCOC(=O)c1c(C)oc(NC(=O)COc2ccc(Cl)cc2C)c1C#N	-75*	?	0%	-5%	-2%	22%	-7%	21µM*	-5%	0%	1%

An excerpt of these results, with two lines to a compound.
Screens in order – KCNH2 3.1 inh | FLuc modulator | NPC1 promoter act | MBNL1-CUG inh | VP16 counter | Mito fusion act | RORgamma inh | ELG1 DNA repair | Menin-MLL TR inh | Rab9 prom act | PKM2 activator
#6 Cc1ccc(NC(=O)C2CCCN(c3nccc(C)n3)C2)c(C)c1 (stereo unspecified)
    -6 | 1% | -4% | 5% | 4% | 9% | -16% | -2% | 0% | -3% | 1%
#22 COC(=O)c1cc(OC)c(OC)cc1NC(=S)N1CCC(C(N)=O)CC1
    1 | -1% | 3% | -2% | 1% | -3% | 3% | 6% | -1% | -2% | -7%

Screens from PubChem BioAssay.
